Growth percent in the NCI-60 one-dose screen (48 h, 10 µM unless noted): 100 = growth as untreated, 0 = no growth, -100 = all killed.
HOP-92: HOP-92 NSCLC cells; 6.3% of 71,000 active; AID 1794738
EKVX: EKVX NSCLC; 3% of 71,000 active
CCRF-CEM: CCRF-CEM leukemia. 7% of 77,000 active
MDA-MB-435: MDA-MB-435 melanoma. 7.8% of 82,000 active
A549/ATCC: A549/ATCC NSCLC | 3.7% of 81,000 active | AID 1794740
HOP-62: HOP-62 NSCLC | 3.9% of 80,000 active
RPMI-8226: RPMI-8226 leukemia cells; 7.5% of 77,000 active
M14: M14 melanoma; 6.2% of 80,000 active
* = called active by the depositor; / = no result given; & = joins results of further samples. Rule for the calls: active = growth percent below 10; inactive = the rest.

No.	compound	HOP-92	EKVX	CCRF-CEM	MDA-MB-435
1	CNC(=O)Oc1ccccc1C1CCCCC1	/	124.0	94.9	116.0
2	Cc1cc(O)ccc1[N+](=O)[O-]	/	106.4	128.2	95.8
3	CCC1(O)CCC2C3CC=C4CCCCC4C3CCC21C (centres undefined)	100.8	122.9	100.3	112.7
4	CC1CCC(=O)O1 (centres undefined)	102.5	105.3	104.7	108.5
5	Cc1cccc(OC(=O)CCl)c1	107.4	105.6	100.8	112.2
6	CN1C(=O)C(c2ccccc2)C(=O)N(C)C1=O	/	/	93.9	102.6
7	ClCCN(CCCl)c1nc(Cl)c(C2CC(c3ccc4c(c3)OCO4)=NN2c2ccccc2)s1 (centres undefined)	/	93.3	87.1	91.4
8	O=C(N/N=C\c1ccc(N(CCCl)CCCl)cc1[N+](=O)[O-])c1cccnc1	100.9	/	97.2	104.3
9	C=CCOC(N)=O	99.1	97.8	/	103.3
10	CCC(O)(COC(N)=O)c1ccccc1 (centres undefined)	96.2	109.7	92.9	108.6

No.	A549/ATCC	HOP-62	RPMI-8226	M14
1	108.6	92.9	104.2	95.6
2	101.1	101.6	125.6	95.7
3	102.5	102.9	101.7	105.3
4	99.2	90.7	106.6	95.0
5	101.2	100.2	110.3	103.0
6	100.7	104.0	99.9	110.1
7	85.9	81.0	/	96.9
8	97.9	92.3	96.6	99.8
9	106.7	113.0	108.0	111.8
10	99.3	101.9	98.8	107.8

Nos. 9–10, quoted:
No.	compound	HOP-92	EKVX	CCRF-CEM	MDA-MB-435
9	C=CCOC(N)=O	99.1	97.8	/	103.3
10	CCC(O)(COC(N)=O)c1ccccc1 (centres undefined)	96.2	109.7	92.9	108.6

No.	A549/ATCC	HOP-62	RPMI-8226	M14
9	106.7	113.0	108.0	111.8
10	99.3	101.9	98.8	107.8

Record cards, from the list above:
`CC1CCC(=O)O1` (centres undefined) across the screens: HOP-92 = 102.5; EKVX = 105.3; CCRF-CEM = 104.7; MDA-MB-435 = 108.5; A549/ATCC = 99.2; HOP-62 = 90.7; RPMI-8226 = 106.6; M14 = 95.0
`CN1C(=O)C(c2ccccc2)C(=O)N(C)C1=O` across the screens: HOP-92 = /; EKVX = /; CCRF-CEM = 93.9; MDA-MB-435 = 102.6; A549/ATCC = 100.7; HOP-62 = 104.0; RPMI-8226 = 99.9; M14 = 110.1

Other results follow:
No.	compound	HOP-92	EKVX	CCRF-CEM	MDA-MB-435
11	Nc1ccccc1C(=O)OCCc1ccccc1	93.2	96.9&87.5	100.2&104.8	106.6&109.4
12	CCCCCCOC(CN)C(Cl)(Cl)Cl (centres undefined)	34.5	/	99.0	102.1
13	Oc1c(Cl)c(Cl)c(Cl)c(Cl)c1Cl	73.5	97.5	70.3	121.1
14	CCOC(=O)/C=C(\C)Nc1ccc(N/C(C)=C/C(=O)OCC)c2c1Oc1ccccc1O2	79.0	89.0	43.2	101.1
15	NP(=O)(Nc1ccccc1)Nc1ccccc1	/	115.9	89.7	111.1
16	CC12CCC3C(CC=C4C[C@@H](O)CCC43C)C1C/C(=C\c1ccc(OCC(=O)O)cc1)C2=O (some centres undefined)	111.5	100.0	/	109.4
17	COc1cc(-n2c(=S)[nH]c3ccc(Br)cc3c2=O)cc(OC)c1OC	96.3	110.4	99.3	133.3
18	CC(C)(c1ccc(OP2(=O)OCC3(CC=CCC3)CO2)cc1)c1ccc(OP2(=O)OCC3(CC=CCC3)CO2)cc1 (centres undefined)	61.6	79.8	81.2	100.2
19	C[C@]12CC[C@H]3[C@@H](C[C@H]4OC[C@@]35CCC(=O)C=C45)[C@@H]1CC[C@@H]2O	87.6	/	88.9	101.2
20	C=CCN1CC[C@]23c4c5ccc(O)c4O[C@H]2C(=O)CC[C@@]3(O)[C@H]1C5	105.8	92.5	102.6	87.6

No.	A549/ATCC	HOP-62	RPMI-8226	M14
11	98.9&99.9	96.2	103.7&102.9	104.9&101.2
12	98.6	107.2	94.1	99.6
13	92.7	89.6	81.3	97.9
14	105.7	116.9	83.2	106.7
15	106.0	99.9	96.8	100.2
16	96.6	111.6	101.4	104.1
17	104.0	102.4	108.3	123.7
18	82.5	68.0	76.3	97.2
19	101.8	114.5	98.1	110.4
20	95.2	102.8	95.1	105.2

(cont.)
No.	compound	HOP-92	EKVX	CCRF-CEM	MDA-MB-435
21	CCCC(C)CC1(CCO)C(=O)NC(=S)NC1=O (centres undefined)	83.5	106.1	117.5	103.3
22	C[N+]12CCC34C5=CC(=O)C(=O)C=C5[N+]5(C)C(=O)CC6OCC=C(C1)C(CC32)C6C45 (centres undefined)	/	/	101.8	103.0
23	O=C(NNC(=O)C(Cl)Cl)C(Cl)Cl	100.4	/	78.4	97.8
24	C=CC(O)CN1CC1CC (centres undefined)	93.6	101.8	116.2	99.1
25	c1cnc(OCCN2CC2)cn1	/	114.5	98.0	114.9
26	C#Cc1cccc(Nc2nc(Cl)nc3cc(NC(=O)CF)ccc23)c1	91.1	71.4	93.4	-19.1*
27	CC(=O)OCC1=C(C(=O)O)N2C(=O)[C@@H](NC(=O)CCCC(N)C(=O)O)C2SC1 (some centres undefined)	104.0	100.6	107.9	98.3
28	CCCCCCCCCCCCCCCCCC1OC[C@H](COC(=O)O[C@@H](C(=O)O[C@H]2C[C@@]3(O)[C@@H](OC(=O)c4ccccc4)[C@@H]4[C@]5(OC(C)=O)CO[C@@H]5C[C@H](O)[C@@]4(C)C(=O)[C@H](OC(C)=O)C(=C2C)C3(C)C)[C@@H](NC(=O)c2ccccc2)c2ccccc2)O1 (some centres undefined)	75.0	93.7	44.8	-29.7*
29	CC(=O)O[C@H]1CC[C@H]2[C@@H]3CC=C4c5nc(-c6cccc(Cl)c6)sc5CC[C@]4(C)[C@H]3CC[C@]12C	114.2	108.6	119.0	104.0
30	CN1CCC(O)(c2ccc(F)cc2)C(C(=O)c2ccc(F)cc2)C1 (centres undefined)	96.4	106.2	85.2	109.8

No.	A549/ATCC	HOP-62	RPMI-8226	M14
21	99.9	99.1	/	99.5
22	106.5	102.2	102.1	117.7
23	91.0	119.4	88.6	99.3
24	92.8	101.2	/	96.5
25	103.2	110.9	102.9	107.4
26	55.4	70.0	102.9	48.3
27	102.6	104.8	115.6	101.5
28	43.9	66.3	17.5	29.6
29	107.0	95.7	110.2	102.5
30	101.3	97.2	-9.6*	105.7

Next section:
No.	compound	HOP-92	EKVX	CCRF-CEM	MDA-MB-435
31	COc1ccccc1C=C1C(=O)NC(=S)NC1=O	83.3	95.0	101.5	109.4
32	CC(=O)O[C@H]1C[C@H](O[C@H]2[C@@H](O)C[C@H](O[C@H]3[C@@H](O)C[C@H](O[C@H]4CC[C@@]5(C)C(CCC6C5C[C@@H](O)[C@]5(C)[C@@H](C7=CC(=O)OC7)CC[C@]65O)C4)O[C@@H]3C)O[C@@H]2C)O[C@H](C)[C@H]1O[C@@H]1O[C@H](CO)[C@@H](O)[C@H](O)[C@H]1O (some centres undefined)	-15.1*	-98.3*	-23.5*	-97.9*
33	BrCCN(CCBr)c1cccc(/C=C/c2ccccc2)c1	98.5	/	99.6	102.6
34	COc1ccc(CCN)cc1OC	117.9&97.4	97.3	136.6&109.4	107.7
35	FC(F)(F)/C=C(\N1CC1)C(F)(F)F	/	104.5	53.6	97.3
36	C[C@]12CC[C@H]3[C@@H](CC=C4c5nc(-c6ccc(Br)cc6)sc5CC[C@@]43C)[C@@H]1CC[C@@H]2O	129.6	108.6	96.1	96.1
37	CC(C)N(C(=O)SCC(Cl)=C(Cl)Cl)C(C)C	/	/	95.0	103.6
38	c1ccc(C2CO2)cc1 (centres undefined)	88.7&99.0	102.8	101.0&100.6	102.7&110.3
39	NC(=O)C(Br)CBr (centres undefined)	-83.7*	-73.1*	-12.1*	-73.3*
40	O=C1C(Br)CS(=O)(=O)CC1Br (centres undefined)	/	/	96.9	96.2

No.	A549/ATCC	HOP-62	RPMI-8226	M14
31	101.8	100.5	98.8	107.6
32	-100.0*	/	-0.3*	-77.0*
33	105.2	102.3	94.9	117.2
34	103.6&100.2	87.1&103.0	112.4&109.4	93.6&101.8
35	91.2	116.2	101.1	105.5
36	106.0	106.4	54.6	90.5
37	/	107.8	97.6	101.4
38	105.2&97.1	108.0	101.9&96.2	109.4&107.5
39	4.3*	-40.8*	-39.3*	-88.3*
40	101.1	100.1	97.7	92.7

(list continues)
No.	compound	HOP-92	EKVX	CCRF-CEM	MDA-MB-435
41	CCOC(=O)/C(=C\c1ccc(Br)cc1)[Se]c1ccccc1	74.6	106.3	96.3	106.7
42	CC(COc1ccccc1)N(CCCl)C1c2ccccc2-c2ccccc21 (centres undefined)	39.8	69.0	46.0	79.9
43	COc1ccc(N2C(=O)C(=O)N(c3ccc(OC)cc3)P2(=O)N(CCCl)CCCl)cc1	79.9	112.6	91.3	104.8
44	N#Cc1ccc([N+](=O)[O-])cc1	/	103.0	94.8	102.4
45	Clc1ccc(CSc2ncc(Br)c(N3CC3)n2)c(Cl)c1	83.3	96.0	/	102.9
46	CS(=O)(=O)c1ccc(C(=O)C2C(=O)CCCC2=O)c([N+](=O)[O-])c1	99.8	96.6	103.8	102.1
47	CCCCCCCCCCCC#N	90.0	/	97.6	111.3
48	O=C(CCl)NC1CCCCC1	107.9	119.5	109.4	113.6
49	Nc1ccc(OCCNC(=O)Nc2ccc(S(=O)(=O)F)cc2)c(Cl)c1	/	/	89.5	99.3
50	CCOC(=O)/C(=C\c1ccc(F)cc1)[Se]c1ccccc1	64.5	106.4	95.7	114.5

No.	A549/ATCC	HOP-62	RPMI-8226	M14
41	97.8	129.2	93.9	105.9
42	58.8	84.9	35.0	73.7
43	105.6	104.7	96.6	97.1
44	101.3	103.4	130.8	101.9
45	91.7	102.0	79.0	95.4
46	93.6	103.7	102.4	98.1
47	103.2	99.2	110.5	92.4
48	/	112.0	111.7	106.0
49	95.0	93.3	91.6	104.3
50	96.8	112.2	99.4	100.0

In the list so far, 2 contain a cyano group:
No.	compound	HOP-92	EKVX	CCRF-CEM	MDA-MB-435
44	N#Cc1ccc([N+](=O)[O-])cc1	/	103.0	94.8	102.4
47	CCCCCCCCCCCC#N	90.0	/	97.6	111.3

No.	A549/ATCC	HOP-62	RPMI-8226	M14
44	101.3	103.4	130.8	101.9
47	103.2	99.2	110.5	92.4

Next section:
No.	compound	HOP-92	EKVX	CCRF-CEM	MDA-MB-435
51	ClCCN(CCCl)c1ccc2c(c1)Cc1cc(Cl)ccc1-2	/	83.3	90.6	98.6
52	CCCCCCNC(=O)C(C)Br (centres undefined)	100.8	109.0	105.8	112.0
53	CC(=O)Oc1ccccc1C(=O)[Se]C(=NC(C)C)NC(C)C	-49.2*	-94.0*	-1.8*	-94.1*
54	O=NNc1c[nH]c(=O)[nH]c1=O	72.0	97.1	71.3	100.8
55	CN(C(=O)Oc1cccc2ccccc12)C1C=CCC1 (centres undefined)	77.7	96.0	79.2	120.4
56	CC(C)(C#N)C(C)(C)C#N	/	/	/	98.2
57	CCC(O)Cc1ccccc1 (centres undefined)	95.1	104.9	93.3	101.5
58	COCCCOc1ccnc(CS(=O)c2nc3ccccc3[nH]2)c1C (centres undefined)	89.6	96.2	73.1	103.3
59	O=C(N/N=C\c1ccc(N(CCCl)CCCl)cc1)c1cc(-c2ccccc2)nc2ccccc12	67.0	92.8	72.5	67.1
60	C1CN2CN3CCN(CN1C3)C2	118.5	99.9	124.1	101.4

No.	A549/ATCC	HOP-62	RPMI-8226	M14
51	86.2	90.1	101.1	91.0
52	100.7	108.8	104.9	108.7
53	-3.3*	-70.9*	-20.0*	-92.7*
54	64.1	81.1	74.1	95.0
55	106.4	93.2	107.3	106.6
56	101.7	109.0	98.1	112.5
57	102.5	110.3	101.1	115.4
58	98.4	84.6	76.7	95.8
59	72.2	76.9	90.9	85.7
60	113.4	121.6	109.3	112.2

Going on with the list:
No.	compound	HOP-92	EKVX	CCRF-CEM	MDA-MB-435
61	NC(=O)OCCCCl	/	/	/	106.1
62	CCOP(=O)(OCC)C(NC(C)=O)C(=O)SCCN (centres undefined)	108.3	100.1	100.1	111.3
63	CC1(C)CCCN1CCC(C(N)=O)(c1ccccc1)c1ccccc1	/	108.9	123.0	104.4
64	O=C1NC(=O)C(=Cc2ccc(Cl)cc2)C(=O)N1	94.9	89.7	101.5	102.9
65	O=[N+]([O-])c1ccc(O)c(CCl)c1	107.8	117.6	122.9	114.4
66	Cc1ccc(C[As+](c2ccccc2)(c2ccccc2)c2ccccc2)cc1	/	/	16.3	-10.3*
67	CC(C)CS(=O)(=O)C(c1ccccc1)c1ccccc1	99.7	94.5	106.1	95.7
68	CC/C(=N/OC(=O)NC)c1ccccc1	89.0	/	100.8	106.7
69	COc1ccc2c(c1)[C@]13CCCC[C@H]1[C@H](C2)N(C)CC3	64.3	92.8	96.3	93.2
70	C[N+](C)(C)Cc1cc(Cl)ccc1O	93.2	115.0	8.4*	106.3

No.	A549/ATCC	HOP-62	RPMI-8226	M14
61	101.2	104.4	101.8	103.0
62	107.3	106.6	108.8	105.9
63	107.1	116.0	108.9	97.7
64	83.0	88.0	101.7	97.8
65	104.9	101.0	112.8	111.6
66	7.2*	9.4*	-8.6*	4.5*
67	101.5	98.8	104.3	95.6
68	96.6	94.9	101.2	110.5
69	/	99.6	92.1	95.4
70	94.6	101.0	76.3	94.8

(list continues)
No.	compound	HOP-92	EKVX	CCRF-CEM	MDA-MB-435
71	C=CCc1cc2c(cc1OCC)OCO2	81.1	91.1	105.6	109.3
72	Cc1cccc(N2CCN(C(C)C#N)CC2)c1 (centres undefined)	91.4	100.1	106.8	98.4
73	COc1ccc2c(c1)c(-c1nc(-c3c[nH]c4ncccc34)cs1)cn2CCCCN1CCOCC1	43.0	68.4	-8.4*	-59.0*
74	CC(=O)c1cccc(S(=O)(=O)F)c1	/	98.8	97.9	97.8

No.	A549/ATCC	HOP-62	RPMI-8226	M14
71	88.9	64.7	111.8	92.9
72	107.0	107.0	103.9	105.5
73	49.7	37.1	-5.6*	-53.5*
74	98.6	98.4	101.3	91.3

Screening results (PubChem BioAssay)

A portion of the library, so the mix of outcomes need not match the whole.
